TSG101-PTAP inh: blocks PTAP/TSG101 interaction to inhibit HIV-1 budding | Fluorescence polarization, FITC-PTAP peptide / Tsg101 binding | 340,000 tested, under 10 active | Potency, µM (doses to about 115 µM), for the others: at the highest dose activity change, negative = inhibition, hits mostly inhibitors | Q99816; active = well fitted inhibition curve with a large enough effect in the main read-out, with a control signal flat, not every such curve was filed as active; inconclusive = small, poorly fitted or top-dose-only effect, or effect the other way, or a change in a side signal; inactive = no such curve, though single readings can be large or run the other way; note: potency is the fitted concentration of half-maximal effect; % of control where 0% means no effect
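Fluorescence anisotropy tracks displacement of a FITC-tagged PTAP peptide (50 nM) from the Tsg101 binding domain (10 uM), following a 20 min room-temperature incubation at pH 7.5.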
MLL CXXC-DNA inh: MLL CXXC-DNA interaction inhibition | MLL-CXXC / FITC-HOXA9 DNA fluorescence polarization | 290,000 compounds, 0.037% hits | Potency, µM (titrated, usually from 115 µM), without a hit: at the top dose activity change, negative = inhibition, usual class: inhibitors | AID 2662 | Q03164; active = well fitted inhibition curve with a large enough effect in the polarisation, with a control signal flat, not every such curve was filed as active; inconclusive = small, poorly fitted or top-dose-only effect, or effect the other way, or a change in a side signal; inactive = no such curve, though single readings can be large or run the other way; the % refers to the polarisation; note: potency is the fitted concentration of half-maximal effect
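Purified MLL-CXXC (added from a 7 uM solution) was preincubated 5 min at ambient with pinned compounds in 50 mM Tris-HCl pH 7.5, 50 mM NaCl, 1 mM DTT, 0.05% BSA. Fluorescein-labeled HOX-A9 DNA (50 nM solution) followed, 30 min, then polarization read.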
MBNL1-CUG inh: inhibitors of human MBNL1 binding to CUG repeat RNA; TR-FRET MBNL1-His/biotin-(CUG)12 binding, 665/545 ratio; Potency, µM (doses to about 57.5 µM), without a hit: top-dose activity change, negative = inhibition, most hits filed as inhibitors; 280,000 compounds, 0.036% hits; AID 2675; active = well fitted inhibition curve with a large enough effect in the signal ratio, with a control signal flat, not every such curve was filed as active; inconclusive = small, poorly fitted or top-dose-only effect, or effect the other way, or a change in a side signal; inactive = no such curve, though single readings can be large or run the other way; the % refers to the signal ratio; note: potency is the fitted concentration of half-maximal effect; % is set by controls: 0 for no effect and ±100 for the full control effect
Target sequence (Q9NR56 whole entry, looked up): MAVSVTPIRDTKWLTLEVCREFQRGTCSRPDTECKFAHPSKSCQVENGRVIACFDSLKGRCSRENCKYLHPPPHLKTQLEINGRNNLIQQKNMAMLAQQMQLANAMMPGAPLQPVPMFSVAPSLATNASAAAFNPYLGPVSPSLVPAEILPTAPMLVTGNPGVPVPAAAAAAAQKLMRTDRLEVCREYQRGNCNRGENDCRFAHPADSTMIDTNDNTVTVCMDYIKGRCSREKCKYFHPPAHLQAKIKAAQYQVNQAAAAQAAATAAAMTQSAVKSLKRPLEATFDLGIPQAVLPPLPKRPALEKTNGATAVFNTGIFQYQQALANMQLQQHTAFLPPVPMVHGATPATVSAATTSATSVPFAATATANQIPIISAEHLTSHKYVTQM
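Compound titration spanned 92 nM–58 uM against the MBNL1-His/biotin-(CUG)12 complex. After 60 min at room temperature with 5 nM streptavidin-XL665 and 0.055 ng/ul terbium anti-His, ratiometric 665/545 nm emission (Ex 340 nm) normalized to controls.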
A-T KAP1 phos: candidate therapy for ataxia-telangiectasia | […] A-T fibroblasts, KAP-1 phosphorylation AlphaLISA; neocarzinostatin DNA damage 30 min before lysis | AID 485349 | Potency, µM (titrated, usually from 57.5 µM), inactives show at the top dose activation, actives largely listed as activators | 320,000 compounds, 0.19% hits; note: potency is the fitted concentration of half-maximal effect; % of control where 0% means no effect; nearly all actives have a fitted effect of over 45% in size
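ATM-like activity read as KAP-1 phosphorylation via AlphaLISA donor/acceptor antibody pairs after lysis and 6 hr at 25C. Cells were ATM-null patient fibroblasts ([…], hTERT), dosed 60 min, then exposed to the DSB inducer NCS for 30 min.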
Menin MLL FP TR: inhibitors of human menin-MLL interaction, mutant MLL peptide; Menin + Texas Red MLL mutant peptide, fluorescence polarization; Potency, µM (series often up to 61.6 µM), for the others: at the top dose FP activity change, negative = inhibition, usual class: inhibitors; 270,000 compounds, 0.23% hits; AID 1768; active = well fitted inhibition curve with a large enough effect in the polarisation, with a control signal flat, not every such curve was filed as active; inconclusive = small, poorly fitted or top-dose-only effect, or effect the other way, or a change in a side signal; inactive = no such curve, though single readings can be large or run the other way; the % refers to the polarisation; note: potency is the fitted concentration of half-maximal effect; % of control where 0% means no effect; many of its hits are not listed in these tables
Target sequence (O00255 whole entry, looked up): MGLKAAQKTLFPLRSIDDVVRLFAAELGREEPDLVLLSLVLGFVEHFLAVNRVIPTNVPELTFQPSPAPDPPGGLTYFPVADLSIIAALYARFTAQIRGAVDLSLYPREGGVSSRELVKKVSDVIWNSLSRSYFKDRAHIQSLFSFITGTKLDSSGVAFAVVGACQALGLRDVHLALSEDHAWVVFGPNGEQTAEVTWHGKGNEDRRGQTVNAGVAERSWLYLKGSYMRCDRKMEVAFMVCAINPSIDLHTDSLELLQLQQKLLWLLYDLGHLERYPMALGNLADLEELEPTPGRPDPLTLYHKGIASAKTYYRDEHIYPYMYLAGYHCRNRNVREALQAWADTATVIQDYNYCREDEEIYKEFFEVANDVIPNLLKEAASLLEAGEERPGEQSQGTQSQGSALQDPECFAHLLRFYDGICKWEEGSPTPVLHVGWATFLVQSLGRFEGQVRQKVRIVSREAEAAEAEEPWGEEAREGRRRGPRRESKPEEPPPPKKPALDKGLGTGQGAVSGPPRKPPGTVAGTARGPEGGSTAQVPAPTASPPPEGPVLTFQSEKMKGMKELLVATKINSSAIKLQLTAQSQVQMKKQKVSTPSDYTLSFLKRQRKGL
Mito fusion act: inhibitors of mitochondrial division or activators of mitochondrial fusion; S. cerevisiae fusion-defective mutant growth rescue, CellTiterGlo 48 h; Potency, µM (series often up to 46.1 µM), for the others: at the top dose growth rescue (activation), usual class: activators; 320,000 compounds, 0.23% hits;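 note: potency is the fitted concentration of half-maximal effect; % of control where 0% means no effect; nearly all actives have a fitted effect of over 45% in size; temperature-sensitive fusion mutants such as fzo1-1 at 37 °C on non-fermentable ethanol glycerol medium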
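Read-out: ATP-based luminescence (CellTiterGlo, 10 min ambient) reporting growth of fusion-defective ts yeast after 48 hours at 37C on glycerol/ethanol YPEG medium in the presence of compound.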
TCR activator: activates T cell receptor signaling. AID 504894. Potency, µM (top dose mostly 9.22 µM), for inactives: at the highest dose activation of IL-2 secretion, most hits filed as activators. primary human leukocytes, anti-CD3, IL-2 HTRF, 48 h. 330,000 tested, under 10 active; note: % of control where 0% means no effect
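48 hr co-incubation of compounds, a-CD3 beads and primary human leukocytes; IL-2 quantified homogeneously by HTRF with anti-IL-2 K and d2 conjugates.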
a7 integrin act: activators of alpha7 integrin expression for muscular dystrophy; alpha7betagal myoblasts, beta-gal FDG fluorescence, 48 h; Potency, µM (series often up to 38.3 µM), inactives show top-dose activation, actives largely listed as activators; 350,000 compounds, 0.064% hits; AID 624291;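 note: potency is the fitted concentration of half-maximal effect; 100% = response of the positive control SU9516; nearly all actives have a fitted effect of over 60% in size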
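alpha7betagal+/- myoblasts (passage 13, 250/well) treated 48 h at 37C with compounds at 1:260 dilution of DMSO stock. Lysed, then beta-galactosidase activity read as FDG fluorescence (ex 480/em 540) after 30 min, with pre-read for autofluorescence.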
S-ASM inh: inhibitors of human secretory acid sphingomyelinase; P17405; placental ASM, HMU-PC fluorogenic substrate, 60 min; Potency, µM (series often up to 57.5 µM), inactives show at the top dose activity change, negative = inhibition, actives largely listed as inhibitors; 340,000 compounds, 0.006% hits; AID 504937; note: potency is the fitted concentration of half-maximal effect
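HMU-PC0 cleavage (9 uM final) by human placental ASM, 60 min at 37 °C following 10 min compound exposure at RT; stopped at pH 10, fluorescence Ex 386/Em 447 nm.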
TSHR antagonist: antagonists of human thyroid stimulating hormone receptor; 330,000 compounds, 0.2% hits; P16473; TSHR-expressing cells, TSH-stimulated cAMP HTRF, 2 h; hits give low values; activity change, negative = inhibition, % at 11.5 µM;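 active = activity change below a set negative limit, meaning inhibition stronger than a set level, cut at about -70% in these data; inconclusive = activity change between two set negative limits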; note: % is set by controls: 0 for no effect and ±100 for the full control effect
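Freshly harvested TSHR cells receive pin-tooled compound, then EC80 TSH at 4nM final. After 2 hours at 37 deg C, antibody in lysis buffer and cAMP-d2 are added; 30 minutes at ambient temperature precede the HTRF read.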
Starred values were filed as active, the others as inactive; ? = inconclusive; . = no result given; [ ] = remark or other dose. Unless noted, calls come from the whole dose curve; as a rule, active = well fitted curve in the direction sought with a large enough effect; inconclusive = small, poorly fitted or top-dose-only effect, or another doubt; inactive = no such curve, though single readings can be large; an effect the other way counts as inactive or inconclusive. A portion of the library, so the mix of outcomes need not match the whole.

SMILES	TSG101-PTAP inh	MLL CXXC-DNA inh	MBNL1-CUG inh	A-T KAP1 phos	Menin MLL FP TR	Mito fusion act	TCR activator	a7 integrin act	S-ASM inh	TSHR antagonist
CC(=O)N1CCN(S(=O)(=O)c2cccc(C(=O)Nc3ccc4c(c3)OCO4)c2)CC1	-1.4%	17.6%	2.0%	-2.5%	?	9.8%	-2.8%	29.6%	8.1%	-6.8
CCC(=O)OCC(=O)Nc1cc([N+](=O)[O-])ccc1Cl	2.2%	-0.6%	?	-0.9%	2.1%	-0.8%	0.5%	-991.2%[inhibitor]	-0.9%	6.4
Oc1ccccc1-c1nnc(SCCN2CCOCC2)n1Cc1ccccc1	-1.1%	5.6%	-6.7%	5.3%	-4.2%	5.9%	2.0%	-45.8%[inhibitor]	0.7%	-6.4
CCCCOc1ccc(C(=O)OCC(=O)N2CCCCCC2)cc1	0.9%	.	.	23.0%	.	.	0.7%[46.1 µM]	-25.4%	-1.6%	-16.5
CS(=O)(=O)c1nc(-c2ccccc2)cc(-c2ccccc2)c1C#N	-4.3%	?	10.7%	2.4%	-4.6%	6.2%	-2.4%	-60.5%[inhibitor]	-0.7%	-29.2
Cc1cccc(OCCCC(=O)Nc2ccc(S(=O)(=O)N3CCCC3)cc2)c1	-2.6%	-10.4%	-3.7%	.	17.2%	19.1%	-1.2%	-20.3%	-10.7%	-12.1
CC1(C)CC(=O)C/C(=N/NC(=O)COc2ccc3ccccc3c2Br)C1	-10.6%	13.3%	30.5%[activator]	16.2%	.	-4.8%	6.6%	-15.9%	-7.7%	4.7
O=C(NC1CC1)C1=C[C@H](c2ccc(C(F)(F)F)cc2)C[C@H](OCCCCO)O1	-3.0%	.	.	.	.	.	14.7%	9.4%	-0.6%	.
CCOc1ccc(C(=O)Nc2nnc(C)s2)cc1OCC	-0.7%	5.0%	-10.9%	2.7%	-23.2%	1.6%	-3.9%	31.0%	-0.4%	-3.6
CC[n+]1c(/C=C2/C=C(C)CC(C)C2)sc2ccccc21 (configuration not stated)	-0.6%	-2.4%	6.5%	-0.7%	-20.9%	-1.1%	5.8%	?	-1.7%	-1.0
Cc1ccc(S(=O)(=O)N2CCN(C(=O)COC(=O)c3ccc([N+](=O)[O-])o3)CC2)c(C)c1	-10.9%	.	.	0.4%	.	8.4%	10.8%	-31.5%	-1.1%	92.2
C/C=C/c1ccc(OCCN2CCc3ccccc3C2)c(OC)c1	-1.7%	-0.7%	0.6%	-13.9%	-9.7%	3.1%	2.0%	-36.3%	-0.1%	0.6
CC1CCN(S(=O)(=O)c2c[nH]c(=O)[nH]c2=O)CC1	0.5%	.	.	1.4%	.	-2.5%	0.0%	20.9%	0.3%	1.1
N#Cc1cc(Nc2c(N)nc[nH]c2=O)c([N+](=O)[O-])cc1C#N	-6.5%	-0.4%	?	-5.6%	7.0%	0.9%	-4.8%	-12.0%	-0.6%	4.0
O=C(O)CN1CCCCCC1=O	0.4%	-5.5%	0.2%	0.1%	-1.8%	-2.2%	5.1%	-31.9%	1.1%	-3.9
CCOC(=O)c1nnc2c(Br)c(-c3ccccc3)nn2c1C	-15.3%	4.0%	?	3.6%	1.3%	29.8%	1.4%[46.1 µM]	5.0%	-8.4%	7.9
CCOc1ccc(N2CC(C(=O)Nc3ccc(OC)c(S(=O)(=O)N4CCCCC4)c3)CC2=O)cc1 (configuration not stated)	-1.5%	-11.6%	-11.5%	-3.2%	-6.6%	-6.4%	-0.8%	-53.0%[inhibitor]	-9.8%	3.1
CN(C)C(=O)CSc1nnc(CCN)o1	-5.4%	-1.7%	5.3%	0.4%	7.3%	2.0%	-6.1%	4.8%	1.5%	2.9
O=C(c1ccco1)N1CCN(Cc2c(Cl)cccc2Cl)CC1	-2.3%	-0.6%	-1.6%	6.4%	?	8.0%	-11.2%	-48.4%[inhibitor]	0.7%	-11.2
O=C(COCc1cc(-c2cccs2)on1)NC1CCCCC1	-1.0%	9.3%	7.7%	-2.0%	-0.5%	8.9%	1.1%	18.7%	3.6%	-88.4*
O=C(NC1CCCCC1)C(c1ccc2ncccc2c1)N(Cc1ccccc1)C(=O)c1ccc2c(c1)OCCO2 (configuration not stated)	-3.8%	14.1%	-1.4%	-17.6%	-7.9%	-2.2%	0.9%	-1.9%	-9.3%	-10.6
Cc1ccc(CN2C(=NC(=O)CCC(=O)O)SC3CS(=O)(=O)CC32)cc1 (configuration not stated)	-5.6%	4.2%	-4.6%	-10.3%	.	-1.0%	-1.3%	12.9%	-2.7%	6.1
COc1ccc(Nc2cc(C(=O)N3CCc4ccccc4C3)c3ccccc3n2)c(OC)c1	-5.2%	0.7%	-0.9%	-6.0%	-0.7%	-0.7%	5.6%	16.8%	-5.8%	-9.8
COc1ccc(CC(CC(=O)O)C(=O)NCc2ccccc2)cc1 (configuration not stated)	-2.2%	4.9%	-6.3%	-2.0%	3.1%	-0.4%	0.8%	18.9%	1.9%	13.8
NC(=O)/C(=C/c1ccco1)NC(=O)/C=C/c1ccccc1	-5.3%	3.7%	14.3%	-1.8%	3.6%	-3.6%	.	-10.1%	2.3%	-1.7
Next records:
SMILES	TSG101-PTAP inh	MLL CXXC-DNA inh	MBNL1-CUG inh	A-T KAP1 phos	Menin MLL FP TR	Mito fusion act	TCR activator	a7 integrin act	S-ASM inh	TSHR antagonist
Cc1ccc(CN2CCN(Cc3c(C)nn(C(C)C)c3C)CC2CCO)o1 (configuration not stated)	-1.1%	-1.0%	-20.0%	-3.9%	17.1%	1.7%	-1.3%	-4.2%	0.9%	-1.7
O=C(OCn1ncc(Br)c(Br)c1=O)c1ccccc1Cl	1.3%	-2.0%	?	-3.8%	.	-11.1%	4.8%	-63.2%[inhibitor]	-2.2%	-4.8
COc1ccccc1NS(=O)(=O)c1cc(N)ccc1N1CCCC1	-0.2%	.	.	-1.7%	.	.	-63.5%	0.0%	47.9%[activator]	-12.3
CSc1ccc(/C=C/C(=O)OCC(=O)N2CCN(c3ccccc3)CC2)cc1	0.6%	.	.	.	.	.	-2.1%	-5.8%	26.8%	.
CCOC(=O)c1[nH]c(C)c(/C(O)=C2\C(=O)C(=O)N(CCCn3ccnc3)C2c2ccncc2)c1C (configuration not stated)	-2.0%	-8.8%	-0.3%	-6.8%	11.9%	-2.6%	-2.3%	16.5%	-0.9%	5.3
COc1ccc(-c2cc(C(=O)NC3CCCC3)no2)cc1	-4.2%	2.6%	-3.7%	4.2%	9.5%	0.4%	-6.5%	0.0%	-0.8%	-7.8
CCc1cccc(OCC(=O)Nc2cc(Cl)ccc2-n2cncn2)c1	-4.9%	.	.	2.6%	.	3.0%	-50.6%	2.2%	-6.3%	-2.0
Cc1ccccc1NC(=O)CC(=O)c1ccccc1	-5.8%	0.4%	4.4%	3.3%	11.9%	-0.4%	.	?	1.2%	-6.0
Cc1ccc2nc(COC(=O)CNC(=O)c3ccccc3)cn2c1	0.6%	.	.	-2.1%	.	0.9%	4.3%	3.7%	2.8%	8.4
Cc1ccc(-c2ccccc2)n1-c1ccc(C(=O)O)cc1	-6.8%	-0.5%	7.0%	.	6.6%	-5.1%	5.9%[46.1 µM]	7.4%	11.7%	16.2
CCC(C)[C@H](NC(=O)N1CC(=O)Nc2ccccc21)C(=O)N1CCC(C(=O)O)CC1 (some centres not stated)	-1.4%	-3.1%	2.3%	-0.7%	.	-9.8%	-0.4%	0.0%	-0.5%	14.6
COc1cc2c(C(=O)N3CCN(c4cccc(Cl)c4)CC3)cn(C)c(=O)c2cc1OC	0.6%	34.0%[activator]	-1.5%	.	2.6%	-3.2%	8.3%	-11.5%	-6.1%	-10.7
O=C(Oc1ccccc1)c1cccc2cccnc12	-14.4%	-1.3%	4.6%	0.7%	-10.5%	0.1%	-1.4%	-30.6%	-0.5%	1.0
Cc1ccc(Cn2c(=N)c(S(=O)(=O)c3ccc(Br)cc3)cc3c(=O)n4ccccc4nc32)cc1	-12.3%	-12.0%	10.4%	1.2%	39.4%[activator]	2.3%	1.2%	-7.9%	-2.3%	6.9
CCOC(=O)CSc1nnc(Cc2ccccc2)n1Cc1ccco1	-0.6%	8.1%	-8.3%	3.3%	-23.9%	-2.9%	-4.9%	-2.0%[7.66 µM]	-0.6%	-7.8

Bioassay records deposited in PubChem BioAssay by National Center for Advancing Translational Sciences (NCATS).
